High-throughput results as filed in PubChem BioAssay.
Glyco luc inh = N-linked glycosylation inhibition; D54 ERlucT glycosylation luciferase reporter, 24 h; percent of 100 nM tunicamycin response; 360,000 compounds, 0.23% hits; AID 588692; reporter increase, % at 12.5 µM;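 active = mean luciferase reporter signal, scaled so untreated is 0 and the glycosylation-blocking control 100, at or above a set limit in every replicate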;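 note: luciferase carries N-glycosylation sites so blocking glycosylation raises the light; 0% = median of neutral control wells and 100% = median of 100 nM tunicamycin wells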
MC4R ag barr = agonists of human melanocortin 4 receptor (MC4R) beta-arrestin | P32245 | U2OS MC4R beta-arrestin complementation, luminescence; percent of melanotan II response, DMSO zero | 360,000 compounds, 0.98% hits | activation, % at 8.9 µM | AID 540308;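 active = activation above a per-plate cutoff, the mean activation of sample wells on that plate plus 3 SD, cut at about 8% in these data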
Target sequence (P32245 whole entry, looked up): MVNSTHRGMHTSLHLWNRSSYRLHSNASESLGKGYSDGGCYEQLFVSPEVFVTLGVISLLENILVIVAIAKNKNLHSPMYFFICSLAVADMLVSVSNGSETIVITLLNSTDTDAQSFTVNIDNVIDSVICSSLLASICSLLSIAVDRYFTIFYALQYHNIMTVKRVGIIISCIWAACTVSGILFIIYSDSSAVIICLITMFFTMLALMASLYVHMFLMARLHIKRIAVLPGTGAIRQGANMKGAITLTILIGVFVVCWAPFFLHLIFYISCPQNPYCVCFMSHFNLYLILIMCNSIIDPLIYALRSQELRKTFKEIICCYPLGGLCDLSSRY
m5-HT2A agonist = agonists of mouse serotonin 5-HT2A receptor (HTR2A) | P35363 | CHO-K1 mHTR2A beta-arrestin complementation, luminescence; percent of 30 µM serotonin response | activation, % at 7.6 µM | 360,000 compounds, 0.66% hits | AID 624169;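 active = activation above a run cutoff, the mean activation of all tested compounds plus 3 SD, cut at about 14% in these data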;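 note: 0% = plate median of compound wells and 100% = 30 µM serotonin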
Target sequence (P35363 whole entry, looked up): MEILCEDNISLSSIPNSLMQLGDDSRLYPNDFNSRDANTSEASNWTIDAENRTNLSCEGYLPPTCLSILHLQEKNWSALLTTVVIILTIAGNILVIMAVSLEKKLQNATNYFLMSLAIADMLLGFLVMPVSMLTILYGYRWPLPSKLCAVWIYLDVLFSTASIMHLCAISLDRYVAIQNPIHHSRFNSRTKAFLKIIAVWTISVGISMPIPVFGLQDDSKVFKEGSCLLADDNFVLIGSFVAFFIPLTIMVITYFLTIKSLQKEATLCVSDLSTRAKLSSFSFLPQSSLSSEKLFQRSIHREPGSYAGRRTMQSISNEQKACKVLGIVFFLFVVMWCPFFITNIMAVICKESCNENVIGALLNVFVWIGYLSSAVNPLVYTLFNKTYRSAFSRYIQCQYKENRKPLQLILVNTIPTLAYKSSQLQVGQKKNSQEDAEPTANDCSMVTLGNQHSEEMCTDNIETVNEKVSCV
ABCB6 inh MLPCN = human ABCB6 transporter inhibition | K562-ABCB6 porphyrin accumulation, flow cytometry, 1 h; active compounds read low | 360,000 compounds, 0.19% hits | AID 602162 | fluorescence ratio to DMSO, % at 10 µM | Q9NP58;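 active = fluorescence ratio to DMSO below 75%, the collection mean minus 3 SD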;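 note: signal is porphyrin accumulated inside mitochondria; 100% equals median channel fluorescence of DMSO control wells; lower ratio means ABCB6 inhibition with less porphyrin fluorescence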
MC4R antag cAMP = antagonists of human melanocortin 4 receptor (MC4R) | P32245 | 360,000 compounds, 0.48% hits | MC4R-expressing cells, MTII-stimulated cAMP, LANCE TR-FRET | inhibition, % at 6.5 µM;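 active = inhibition above its plate's cutoff, the mean of tested wells on that plate plus 3 SD, cut at about 29% in these data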;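 note: 0% = Melanotan II alone and 100% = Melanotan II plus saturating MCL0020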
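Material – human MC4R-expressing U2OS cells · Repeats – no replicates · Detection – TR-FRET with Eu-cAMP and labeled anti-cAMP, 671 nm · Times – compound 30 min, challenge 1 h, detection 1 h · Compound – single nominal compound dose of 6.5 µM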
aDG glyco act = alpha-DG glycosylation activation; Pro5-aDG cells, alpha-DG glycosylation AlphaScreen (IIH6); 0% Pro5, 100% B10-LARGE cell signal; activation, % at 10 µM; 360,000 compounds, 0.22% hits;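 active = activation of at least 8% versus controls, or a plate z-score of at least 8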;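 note: Pro5 are CHO cells carrying HIG-tagged alpha-DG that lacks glycosylation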
ABHD5-PLIN5 inh = ABHD5-PLIN5 protein interaction inhibition; Q00G26+Q8WTS1; inhibition, % at 4 µM; 360,000 compounds, 0.78% hits; Split G. princeps luciferase complementation, luminescence, 4 h;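 active = inhibition above the mean inhibition across every tested compound plus 3 SD, cut at about 22% in these data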;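 note: 0% = DMSO only wells and the 100% control is not disclosed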
iPSC survival up = increases survival of single human iPS cells | survival enhancement, % at 20 µM | 360,000 compounds, 0.044% hits | AID 602274 | hiPSC single-cell survival, ATPlite luminescence; 100% = ROCK inhibitor wells, 0% = DMSO; in the data active = survival enhancement above about 18%;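 note: cells exposed to compounds for 16 hours before the ATP read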
Granule exo inh = lytic granule exocytosis inhibition; inhibition, % at 10 µM; 360,000 compounds, 0.66% hits; TALL-104 LAMP-1 surface exposure, flow cytometry; cells stimulated with thapsigargin and PMA;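 active = inhibition above about 55%, limit read from the data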
Cardio protect = protects H9c2 cardiomyocytes from peroxide injury. H2O2 injury protection, ATPLite, 2 h. protection from H2O2 cell death, % at 20 µM. 360,000 compounds, 0.63% hits. AID 588492;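 active = compounds giving at least 50% protection of heart cells from peroxide-induced death in the single-dose screen, raw or plate-pattern-corrected value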;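 note: 0% = DMSO wells with peroxide and 100% = DMSO wells without peroxide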
An asterisk follows results filed as active.

Screening Cc1ccc2c(c1)N(CC(=O)NC1CCCC(C)C1C)C(=O)c1cccnc1O2 (stereo unspecified) returned Glyco luc inh -0.7, MC4R ag barr -2.6, m5-HT2A agonist 2.2, ABCB6 inh MLPCN 96.0, MC4R antag cAMP 10.9, aDG glyco act -0.1, ABHD5-PLIN5 inh -3.2, iPSC survival up -0.5, Granule exo inh -5.5 and Cardio protect 9.0.
Screening O=C(NNc1ccc(C(F)(F)F)cc1[N+](=O)[O-])c1ccc(NS(=O)(=O)c2ccc(F)cc2)cc1 returned Glyco luc inh -5.2, MC4R ag barr -3.1, m5-HT2A agonist -3.4, ABCB6 inh MLPCN 99.0, MC4R antag cAMP 8.1, aDG glyco act -0.7, ABHD5-PLIN5 inh -14.5, iPSC survival up -0.7, Granule exo inh 0.8 and Cardio protect -9.4.
`CCNc1nc(N)nc(-c2cc(Cl)ccc2O)n1` gave Glyco luc inh 0.2, MC4R ag barr 1.8, m5-HT2A agonist -3.7, ABCB6 inh MLPCN 100.0, MC4R antag cAMP -5.0, aDG glyco act 0.2, ABHD5-PLIN5 inh 1.1, iPSC survival up -1.7, Granule exo inh -2.9 and Cardio protect -7.9.
Nc1c2c(=O)oc(-c3ccccc3)cc2nn1-c1ccccc1 was read as Glyco luc inh 7.5, MC4R ag barr 1.9, m5-HT2A agonist 1.1, ABCB6 inh MLPCN 100.0, MC4R antag cAMP -6.3, aDG glyco act 0.0, ABHD5-PLIN5 inh 6.5, iPSC survival up -0.1, Granule exo inh 0.8 and Cardio protect -1.3.
`Cc1c(NC(=O)C(C)OC(=O)/C=C/c2ccccc2)c(=O)n(-c2ccccc2)n1C` (stereo unspecified) gave Glyco luc inh -1.1, MC4R ag barr -2.7, m5-HT2A agonist 0.6, ABCB6 inh MLPCN 90.0, MC4R antag cAMP 7.6, aDG glyco act 0.3, ABHD5-PLIN5 inh 5.4, iPSC survival up 1.2, Granule exo inh -1.2 and Cardio protect -6.1.
Screening COc1ccc(CCN(C)C2CCCN(S(=O)(=O)c3ccccc3F)C2)cc1OC (stereo unspecified) returned Glyco luc inh -2.4, MC4R ag barr -0.7, m5-HT2A agonist -5.7, ABCB6 inh MLPCN 89.0, MC4R antag cAMP 5.1, aDG glyco act 0.0, ABHD5-PLIN5 inh 7.9, iPSC survival up -0.1, Granule exo inh 4.3 and Cardio protect 4.1.
`O=C1COc2ccccc2C(c2nc3ccccc3[nH]2)N1Cc1ccccc1` (stereo unspecified) gave m5-HT2A agonist -2.7, ABCB6 inh MLPCN 98.0, aDG glyco act 0.0, ABHD5-PLIN5 inh 1.4, iPSC survival up -1.1 and Granule exo inh -11.6.
For COc1ccc(N/N=C(\C=N\O)C(=O)c2ccc(OC)cc2)cc1 the results were Glyco luc inh 16.7, MC4R ag barr -2.0, m5-HT2A agonist -1.9, ABCB6 inh MLPCN 94.0, MC4R antag cAMP -25.7, aDG glyco act -0.5, ABHD5-PLIN5 inh -4.0, iPSC survival up 0.9, Granule exo inh 21.4 and Cardio protect -13.7.
`CCN1CCN(CC(O)COc2ccc(C(C)=O)cc2)CC1` (stereo unspecified) gave Glyco luc inh 1.5, MC4R ag barr -1.3, m5-HT2A agonist -2.6, ABCB6 inh MLPCN 99.0, MC4R antag cAMP -5.9, aDG glyco act -0.1, ABHD5-PLIN5 inh 1.4, iPSC survival up 0.9, Granule exo inh -0.4 and Cardio protect 3.1.
Screening Cc1ccc(-c2nnn(CC(=O)N3CCCc4ccccc43)n2)cc1 returned Glyco luc inh -1.1, MC4R ag barr 1.4, m5-HT2A agonist -3.8, ABCB6 inh MLPCN 99.0, MC4R antag cAMP -3.8, aDG glyco act 0.1, ABHD5-PLIN5 inh -2.4, iPSC survival up -6.2, Granule exo inh -1.2 and Cardio protect -2.5.
COc1ccccc1C(C#N)c1cccc(Cl)n1 (stereo unspecified) was read as Glyco luc inh 1.4, MC4R ag barr -1.4, m5-HT2A agonist -1.7, ABCB6 inh MLPCN 98.0, MC4R antag cAMP 4.4, aDG glyco act -0.1, ABHD5-PLIN5 inh -6.7, iPSC survival up -0.2, Granule exo inh -12.0 and Cardio protect 2.5.
`Cc1cc(C(C)(C)C)ccc1Oc1cccc2c1S(=O)(=O)N(C1CCCC1)CC(COCc1ccccc1)O2` (stereo unspecified) gave Glyco luc inh -6.5, MC4R ag barr -0.8, m5-HT2A agonist -0.7, ABCB6 inh MLPCN 98.0, MC4R antag cAMP 0.0, aDG glyco act -0.5, ABHD5-PLIN5 inh 2.2, iPSC survival up 3.4, Granule exo inh 0.1 and Cardio protect -23.9.
Screening COc1ccc(CNC(=O)CN(Cc2ccc(C)cc2)S(=O)(=O)c2ccc(Cl)cc2)cc1 returned Glyco luc inh -1.1, MC4R ag barr -0.5, m5-HT2A agonist -2.0, ABCB6 inh MLPCN 91.0, MC4R antag cAMP 0.4, aDG glyco act 0.1, ABHD5-PLIN5 inh -6.7, iPSC survival up -0.7, Granule exo inh 0.2 and Cardio protect 0.0.
Screening O=C(Nc1ccc(N2CCN(C(=O)c3ccc(Cl)cc3)CC2)cc1)c1cccnc1 returned Glyco luc inh -6.7, MC4R ag barr -0.7, m5-HT2A agonist 6.1, ABCB6 inh MLPCN 110.0, MC4R antag cAMP -0.4, aDG glyco act 0.4, ABHD5-PLIN5 inh 2.7, iPSC survival up -0.4, Granule exo inh 1.5 and Cardio protect 21.4.
`Nc1cc(=O)[nH]c(SCc2ccccc2)n1` gave Glyco luc inh 2.4, MC4R ag barr -1.0, m5-HT2A agonist 0.8, ABCB6 inh MLPCN 95.0, MC4R antag cAMP 2.5, aDG glyco act -0.1, ABHD5-PLIN5 inh -3.4, iPSC survival up 0.7, Granule exo inh -0.3 and Cardio protect 8.8.
CCN1CCN(c2ncnc3sc(C)c(-c4ccccc4)c23)CC1 was read as Glyco luc inh -4.8, MC4R ag barr -1.2, m5-HT2A agonist 4.9, ABCB6 inh MLPCN 98.0, MC4R antag cAMP 5.4, aDG glyco act -0.3, ABHD5-PLIN5 inh -0.8, iPSC survival up 1.3, Granule exo inh 21.3 and Cardio protect -3.6.
Screening OC(CNC1CCCCC1)CNC1CCCCC1 returned Glyco luc inh 0.0, MC4R ag barr -0.3, m5-HT2A agonist -0.6, ABCB6 inh MLPCN 100.0, MC4R antag cAMP 18.9, aDG glyco act 0.3, ABHD5-PLIN5 inh 2.5, iPSC survival up 0.0, Granule exo inh 2.1 and Cardio protect 2.9.
For Cc1ccc(N(CC(=O)NCCSCc2ccco2)S(C)(=O)=O)cc1 the results were Glyco luc inh 0.8, MC4R ag barr -0.5, m5-HT2A agonist -0.8, ABCB6 inh MLPCN 96.0, MC4R antag cAMP -2.1, aDG glyco act 0.0, ABHD5-PLIN5 inh -4.6, iPSC survival up 0.6, Granule exo inh 1.3 and Cardio protect 1.8.
Screening CC(=O)Nc1ccc(NC(=O)CSc2nc(=O)n3cccc(C)c3n2)cc1 returned Glyco luc inh 4.4, MC4R ag barr -2.3, m5-HT2A agonist 9.0, ABCB6 inh MLPCN 95.0, MC4R antag cAMP -1.5, aDG glyco act -0.2, ABHD5-PLIN5 inh -0.8, iPSC survival up -0.3, Granule exo inh 2.6 and Cardio protect -4.3.
Screening O=C(NC1CCCCC1)C(c1cccnc1)N(C(=O)c1csnn1)c1ccccc1F (stereo unspecified) returned Glyco luc inh 1.2, MC4R ag barr -2.6, m5-HT2A agonist 11.9, ABCB6 inh MLPCN 104.0, MC4R antag cAMP 18.0, aDG glyco act 0.2, ABHD5-PLIN5 inh -0.9, iPSC survival up 0.4, Granule exo inh -0.6 and Cardio protect 4.6.

Four entries picked at random from those above:
`CCN1CCN(CC(O)COc2ccc(C(C)=O)cc2)CC1` (stereo unspecified) gave Glyco luc inh 1.5, MC4R ag barr -1.3, m5-HT2A agonist -2.6, ABCB6 inh MLPCN 99.0, MC4R antag cAMP -5.9, aDG glyco act -0.1, ABHD5-PLIN5 inh 1.4, iPSC survival up 0.9, Granule exo inh -0.4 and Cardio protect 3.1.
COc1ccccc1C(C#N)c1cccc(Cl)n1 (stereo unspecified) was read as Glyco luc inh 1.4, MC4R ag barr -1.4, m5-HT2A agonist -1.7, ABCB6 inh MLPCN 98.0, MC4R antag cAMP 4.4, aDG glyco act -0.1, ABHD5-PLIN5 inh -6.7, iPSC survival up -0.2, Granule exo inh -12.0 and Cardio protect 2.5.
Nc1c2c(=O)oc(-c3ccccc3)cc2nn1-c1ccccc1 was read as Glyco luc inh 7.5, MC4R ag barr 1.9, m5-HT2A agonist 1.1, ABCB6 inh MLPCN 100.0, MC4R antag cAMP -6.3, aDG glyco act 0.0, ABHD5-PLIN5 inh 6.5, iPSC survival up -0.1, Granule exo inh 0.8 and Cardio protect -1.3.
Screening CC(=O)Nc1ccc(NC(=O)CSc2nc(=O)n3cccc(C)c3n2)cc1 returned Glyco luc inh 4.4, MC4R ag barr -2.3, m5-HT2A agonist 9.0, ABCB6 inh MLPCN 95.0, MC4R antag cAMP -1.5, aDG glyco act -0.2, ABHD5-PLIN5 inh -0.8, iPSC survival up -0.3, Granule exo inh 2.6 and Cardio protect -4.3.

Next section.
Screening Nc1nnn(CC(=O)N/N=C/c2ccco2)n1 returned Glyco luc inh 2.3, MC4R ag barr -0.8, m5-HT2A agonist -0.6, ABCB6 inh MLPCN 96.0, MC4R antag cAMP 4.5, aDG glyco act -0.1, ABHD5-PLIN5 inh 4.4, iPSC survival up 0.3, Granule exo inh -4.1 and Cardio protect 0.2.
OCCN1CCN(C(=S)Nc2ccc(Oc3ccccc3)cc2)CC1 was read as Glyco luc inh 0.5, MC4R ag barr -0.6, m5-HT2A agonist 0.1, ABCB6 inh MLPCN 102.0, MC4R antag cAMP -1.0, aDG glyco act -0.2, ABHD5-PLIN5 inh -1.3, iPSC survival up 0.5, Granule exo inh 15.9 and Cardio protect -8.3.
For Cn1nc(C(=O)NCC(=O)Nc2ccc(F)c(F)c2)ccc1=O the results were Glyco luc inh -0.3, MC4R ag barr 1.4, m5-HT2A agonist 3.5, ABCB6 inh MLPCN 98.0, MC4R antag cAMP -3.0, aDG glyco act 1.1, ABHD5-PLIN5 inh 5.9, iPSC survival up -2.5, Granule exo inh -0.9 and Cardio protect 6.6.
For CC(C)c1ccc(S(=O)(=O)Nc2ccc3c(c2)OCO3)cc1 the results were Glyco luc inh -0.3, MC4R ag barr 3.6, m5-HT2A agonist 3.9, ABCB6 inh MLPCN 94.0, MC4R antag cAMP 12.3, aDG glyco act 0.5, ABHD5-PLIN5 inh -2.1, iPSC survival up -0.2, Granule exo inh 6.5 and Cardio protect -15.3.
